# IMPase Li cell: cell-permeable IMPase inhibitors with lithium potentiation; Potency, µM (top dose mostly 59.4 µM), without a hit: at the highest dose activity, negative = IMPase inhibition, most hits filed as inhibitors; AID 1457; CHO-M1 cells, IP1 TR-FRET (IP-One), carbachol + lithium; actives 0.35% (n = 210,000);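 also: IP1 builds up when IMPase is blocked and the TR-FRET signal falls; potency is read from the fitted curve at half-maximal effect; plate controls were basal vehicle for no effect and high inhibitor control for full effect; nearly all actives have a fitted effect of over 50% in size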
#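 Concentration–response in CHO-M1 cells, lithium-potentiated; 30 min at 37C. IP1 detected by competitive TR-FRET after 10 min lysis at RT. Hill-fitted AC50.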
# Luc counter: Kinase-Glo luciferase inhibition (counter-screen) | Q27757 | Kinase-Glo luciferase, ATP luminescence, 8 min | Potency, µM (top dose mostly 38.3 µM), for inactives: top-dose activity change, negative = inhibition, hits mostly inhibitors | AID 1379 | actives 0.28% (n = 200,000); also: potency is read from the fitted curve at half-maximal effect; % is scaled to controls: 0 for no effect and ±100 for the full control effect; nearly all actives have a fitted effect of over 60% in size
#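 Luminescence was the read-out, taken after 8-minute incubation at ambient temperature. Luciferase turned over luciferin with 10 uM ATP in imidazole pH 7.2 buffer containing KCl, MgCl2, Tween 20 and BSA.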
# L3MBTL1 block: blocks human L3MBTL1; Q9Y468; AlphaScreen L3MBTL1–H3K9me1 peptide binding; Potency, µM (highest dose often 57.1 µM), for the others: at the top dose activity, negative = inhibition, usual class: inhibitors; actives 0.66% (n = 230,000); AID 485360; also: potency is read from the fitted curve at half-maximal effect; % is scaled to controls: 0 for no effect and ±100 for the full control effect; nearly all actives have a fitted effect of over 60% in size
#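 Read-out is AlphaScreen signal from streptavidin donor and nickel chelate acceptor beads (10 ug/mL final each) bridging L3MBTL1 (50 nM) and biotinylated K9-monomethylated H3(1-15) peptide (75 nM), after 30 min compound exposure at room temperature.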
# Epigenetic derep: epigenetic control regulation, reporter derepression; murine LDR cells, GFP reporter derepression, 30 h; Potency, µM (highest dose often 53.9 µM), without a hit: top-dose GFP activation, most hits filed as activators; actives 0.2% (n = 280,000); also: potency is read from the fitted curve at half-maximal effect; % of control where 0% means no effect; nearly all actives have a fitted effect of over 60% in size
#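 Murine LDR cells bearing a silenced CMV-driven GFP reporter were exposed to compound for 30 h at 37 C. After PBS washes, GFP-positive cells (20-120 um objects) counted by laser-scanning microplate cytometry.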
# NPSR antagonist: antagonists of human neuropeptide S receptor cAMP signaling; AID 1461; Potency, µM (doses to about 38.3 µM), for the others: top-dose activity change, negative = inhibition, most hits filed as inhibitors; actives 1% (n = 220,000); CHO-NPSR cells, cAMP TR-FRET, antagonist mode; Q6W5P4; also: potency is read from the fitted curve at half-maximal effect; % is scaled to controls: 0 for no effect and ±100 for the full control effect; nearly all actives have a fitted effect of over 50% in size; many of its hits are not listed in these tables
# Target sequence (Q6W5P4 whole entry, looked up): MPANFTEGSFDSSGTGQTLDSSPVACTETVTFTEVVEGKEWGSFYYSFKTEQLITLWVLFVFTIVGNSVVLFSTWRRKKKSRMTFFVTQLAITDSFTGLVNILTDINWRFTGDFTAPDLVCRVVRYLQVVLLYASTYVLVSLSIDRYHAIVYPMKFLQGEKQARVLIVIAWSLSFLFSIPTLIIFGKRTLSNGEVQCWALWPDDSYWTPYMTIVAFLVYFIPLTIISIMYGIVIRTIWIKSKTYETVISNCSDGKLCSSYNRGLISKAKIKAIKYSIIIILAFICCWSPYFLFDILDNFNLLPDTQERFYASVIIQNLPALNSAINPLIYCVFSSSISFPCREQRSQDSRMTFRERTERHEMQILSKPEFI
# HttQ103 aggreg: inhibitors of mutant huntingtin aggregate formation in PC12 cells; Potency, µM (titrated, usually from 46.1 µM), inactives show at the top dose activity change, negative = inhibition, actives largely listed as inhibitors; actives 1.1% (n = 220,000); PC12 HttQ103-GFP aggregates, Acumen cytometry, 40 h; also: potency is read from the fitted curve at half-maximal effect; % is scaled to controls: 0 for no effect and ±100 for the full control effect; nearly all actives have a fitted effect of over 60% in size
#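 Read-out: GFP aggregate count by laser scanning cytometer (488 nm excitation, 500-530 nm emission, 1–25 µm objects >6 SD above background). Cells: PC12, inducible HTTex1-Q103-GFP, 100 nM tebufenozide; compounds titrated.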
# CBFb-RUNX1 inh: blocks binding between human CBF-beta and RUNX1; Q01196+Q13951; AlphaScreen CBFb-His/RUNX1-biotin binding, biochemical; Potency, µM (doses to about 59.8 µM), without a hit: top-dose activity, negative = inhibition, hits mostly inhibitors; 230,000 tested, under 10 active; AID 1477; also: % of control where 0% means no effect
# Target sequence (Q01196 whole entry, looked up): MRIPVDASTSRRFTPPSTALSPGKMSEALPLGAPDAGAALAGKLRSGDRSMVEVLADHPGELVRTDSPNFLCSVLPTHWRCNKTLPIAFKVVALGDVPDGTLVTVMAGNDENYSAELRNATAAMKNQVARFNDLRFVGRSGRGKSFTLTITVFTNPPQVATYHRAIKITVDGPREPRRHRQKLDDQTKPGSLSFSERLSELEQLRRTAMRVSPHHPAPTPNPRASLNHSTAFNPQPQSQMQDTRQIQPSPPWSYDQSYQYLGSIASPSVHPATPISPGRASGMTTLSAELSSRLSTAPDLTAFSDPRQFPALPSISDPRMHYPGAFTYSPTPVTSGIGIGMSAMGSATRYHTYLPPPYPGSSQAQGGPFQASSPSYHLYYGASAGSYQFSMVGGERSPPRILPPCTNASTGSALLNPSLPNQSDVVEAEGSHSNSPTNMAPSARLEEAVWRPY
# Target sequence (Q13951 whole entry, looked up): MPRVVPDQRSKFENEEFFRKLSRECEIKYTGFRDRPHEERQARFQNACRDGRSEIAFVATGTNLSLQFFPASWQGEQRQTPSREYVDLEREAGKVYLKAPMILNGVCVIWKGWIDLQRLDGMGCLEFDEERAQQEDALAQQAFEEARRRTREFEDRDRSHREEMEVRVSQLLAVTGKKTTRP
#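 Proteins preincubated together for 20 min at RT before compound addition; 15 min later, nickel and streptavidin beads were added and left 90 min prior to AlphaScreen measurement.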
# * marks the source's active call; other numbers are inactive results; ? = inconclusive; nt = no result given; [ ] = remark or other dose. Calls follow the shape of the dose curve; as a rule, active = well fitted curve in the direction sought with a large enough effect; inconclusive = small, poorly fitted or top-dose-only effect, or another doubt; inactive = no such curve, though single readings can be large; an effect the other way counts as inactive or inconclusive. An excerpt; count on the stated rates, not on these rows.
SMILES,IMPase Li cell,Luc counter,L3MBTL1 block,Epigenetic derep,NPSR antagonist,HttQ103 aggreg,CBFb-RUNX1 inh
Cc1ccc2nc(SCC(=O)Nc3cc(C(F)(F)F)ccc3N3CCOCC3)[nH]c2c1,20%[38.3 µM],-3%,nt,3.3%,28%[46.1 µM],30%,-3%
O=C(CN1CCN(CC(=O)Nc2ccccn2)CC1)Nc1ccccn1,24%[38.3 µM],1%,nt,-1.0%,-3%[46.1 µM],-9%,-1%
O=C(NNC(=O)c1ccccc1-n1cccc1)c1ccc(Cl)cc1,-11%[38.3 µM],-3%,9%,0.0%,6%[46.1 µM],1%,0%
COc1cccc2c1OCC(CN1CCN(CCC(C)C)C(CCO)C1)=C2 (stereo unspecified),16%,-3%,-7%,-1.1%,-5%,6%[9.22 µM],1%
Cc1sc2nc(CSc3ccccc3)nc(N3CCC(C(N)=O)CC3)c2c1C,13%,-2%,nt,-5.7%,-38%,-27%,-12%
O=C(NCc1ccco1)c1cccc(N2CCCC2=O)c1,14%[38.3 µM],-2%,nt,-0.7%,-4%[46.1 µM],-6%,-2%
O=C(Cn1c(N2CCN(c3ccccc3)CC2)nc2ccccc21)c1ccccc1,14%,-5%,0%,0.9%,?,-14%,9%
COc1ccc(Br)cc1C(=O)Nc1cccc(C)c1C,?,-3%,9%,-0.8%,-21%,-12%,7%
O=C1c2ccccc2C(=O)N1CCCCN(C(=O)c1cc([N+](=O)[O-])cc([N+](=O)[O-])c1)c1ccc(Cl)cc1,4%,-5%,-1%,3.0%,13%,10%,?
O=C(COC(=O)c1cc2ccccc2o1)c1ccccc1,16%[38.3 µM],-8%,nt,0.0%,-4%[46.1 µM],?,19%
Cc1cc(C)cc(NC(=O)C2(c3ccccc3)CC2(Cl)Cl)c1 (stereo unspecified),17%[38.3 µM],-1%,13%,-1.1%,-28%[46.1 µM],-10%,20%
O=C(C1CC1)N1CCCC(c2ccc(Cl)cc2)=N1,2%,-2%,34%[activator],1.1%,33%,-14%,-15%
CC(=O)Nc1ccc(NC(=O)CSc2nnc(C)c(=O)[nH]2)cc1,-11%,-1%,nt,1.5%,8%,-2%,-5%
C=CCC(C)(O)C#Cc1ccccc1 (stereo unspecified),-9%,0%,nt,-1.1%,nt,nt,-1%
Cn1c(SCC(=O)N2CCOCC2)nnc1-c1cccc(NC(=O)c2ccccc2)c1,1%[38.3 µM],1%,7%,0.1%,-10%[46.1 µM],-1%,4%
O=C(CN1CCN(c2ccc(F)cc2)CC1)NCc1cccs1,-1%,0%,nt,0.9%,8%,-16%,-3%
CCCC(=O)Nc1ccc2oc(=O)ccc2c1,-2%,-4%,nt,-1.1%,8%,-9%,-4%
CCOC(=O)CC1C(=O)NCCN1S(=O)(=O)c1ccc(Cl)c(Cl)c1 (stereo unspecified),-5%[38.3 µM],0%,4%,-1.1%,3%[46.1 µM],11%,1%
O=C(NCc1ccc2c(c1)OCO2)c1cccs1,-5%[38.3 µM],-2%,11%,1.7%,2%[46.1 µM],-8%,5%
Fc1ccc(C2=Nc3cccc4cccc(c34)N2)cc1,10%,-4%,1%,-3.5%,5%,-15%[9.22 µM],3%
Cc1cc(C(=O)OCC(=O)Nc2ccc(S(N)(=O)=O)cc2)c2ccccc2n1,0%,0%,7%,0.0%,11%,20%,7%
CC(NC(=S)Nc1ccc(Cl)cc1)C(c1ccccc1)N1CCOCC1 (stereo unspecified),9%,-1%,-9%,-1.1%,-34%,-1%,-11%
Cc1[nH]c2ccccc2c1C(=O)COC(=O)c1ccc2c(=O)n3c(nc2c1)CCC3,4%,0%,5%,?,-31%,12%,2%
COc1ccc(CNC(=O)COC(=O)c2ccccn2)cc1,8%,0%,1%,4.0%,7%,-1%,-4%
CCOc1ccc(N2C(=O)CN(O)C=C3N=c4ccccc4=C32)cc1,?,-3%,-7%,0.0%,-10%,-12%,11%

# (cont.)
SMILES,IMPase Li cell,Luc counter,L3MBTL1 block,Epigenetic derep,NPSR antagonist,HttQ103 aggreg,CBFb-RUNX1 inh
CCOC(=O)c1csc(-c2ccc([N+](=O)[O-])cc2)n1,3%,-2%,27%,-2.6%,0%,7%,-1%
COCCn1nnnc1C(C(C)C)N1CCC(Cc2ccccc2)CC1 (stereo unspecified),10%[38.3 µM],-1%,3%,-0.2%,-18%[46.1 µM],-19%,15%
CCC/C=C(\CCC)C(NC(=O)OCC(C)C)c1ccccc1 (stereo unspecified),-7%,-1%,nt,3.5%,nt,nt,10%
CCOc1[nH]n(-c2ccc(Cl)cc2)c(=O)c1C=Nc1ccc(Cl)cc1,-2%[38.3 µM],-3%,-3%,-1.1%,1%[46.1 µM],-1%,-2%
COC(=O)c1ccc(NC(=O)CN2CCN(c3ccccc3C)CC2)cc1,13%,2%,-13%,1.0%,-2%,-8%,-1%
Cc1cc2cc3c(cc2nc1SCC(=O)OC(C)C)OCO3,-13%[38.3 µM],19%,nt,0.1%,-10%[46.1 µM],10%,2%
O=C(NC(=S)Nc1ccc2c(c1)OCCO2)c1ccccc1F,7%,-3%,2%,1.9%,-14%,-4%,-4%
COc1ccc(OC)c(C(=O)CSc2nc3ncccc3[nH]2)c1,-8%[38.3 µM],-4%,0%,-1.6%,11%[46.1 µM],-7%,-1%
CC1Cc2ccccc2N1C(=O)CSc1nnc(-c2ccc(S(=O)(=O)N3CCOCC3)cc2)n1C (stereo unspecified),-1%,0%,-8%,0.9%,4%,-13%,0%
Cc1ccc(C)c(-n2nnnc2SCC(=O)NNC(=O)c2ccco2)c1,-3%,0%,3%,4.4%,-13%,4%[9.22 µM],8%
COc1ccccc1OC(=O)CCN1c2ccccc2Sc2ccccc21,-1%,0%,-1%,4.5%,-18%,3%,?
O=C(CSc1ccccc1)Nc1ccc(C(=O)Nc2ccc(O)cc2)cc1,-6%,nt,nt,2.6%,-3%,12%,-14%
COc1ccc(C(=O)OCC(=O)NC(=O)NC2CCCC2)c(O)c1,3%,2%,0%,-0.2%,-4%,3%,4%
CCCCNC(=O)CSc1nc(O)c(Cc2ccc(OC)cc2)c(=O)[nH]1,nt,nt,nt,-4.0%,11%,-5%[9.22 µM],7%
CCOC(=O)Cn1c(=O)c(-c2cc(Br)ccc2N)nc2ccccc21,nt,nt,nt,?,5%,1%[9.22 µM],2%
CSc1cccc(NC(=O)Nc2ccccc2C(N)=O)c1,nt,nt,0%,-1.0%,19%,5%[9.22 µM],-7%
CCCc1[nH]nc2c1C(c1ccoc1)C(C#N)=C(N)O2 (stereo unspecified),6%,0%,3%,-6.3%,27%,12%,10%
O=C(NCCC1=CCCCC1)C(=O)NCC(c1ccco1)N1CCN(c2ccccc2F)CC1 (stereo unspecified),6%,4%,7%,-0.9%,-37%,-17%,-3%
O=c1[nH]cnc2nc3n(c12)CCCCC3,21%[38.3 µM],-1%,nt,0.0%,-6%[46.1 µM],-24%,4%
CC1CCN(C(=O)Cn2ncc3c4ccccc4n(C)c3c2=O)CC1,nt,nt,nt,-1.0%,-1%,17%[9.22 µM],4%
CCCCCCOc1ccc(C(=O)NCCCn2ccnc2)cc1,13%,1%,nt,-0.3%,0%,?,-5%
C=CCOC(=O)c1c(C)nc2cc3c(cc2c1C)OCO3,1%,-3%,11%,0.0%,15%,-6%,10%
COc1ccc(NC(=O)CCNC(=O)Cn2ccc3ccccc3c2=O)c(OC)c1,-6%[38.3 µM],2%,1%[11.4 µM],0.0%,-10%[46.1 µM],?,4%
COc1ccc2oc(-c3ccccc3)c(C(N)=O)c2c1,11µM*,-1%,-6%,-7.3%,6%[46.1 µM],-9%,1%
Cc1cccc(CC(=O)N2CCC(N3CCC(C(=O)N4CCOCC4)CC3)CC2)c1,5%,0%,7%,-1.8%,-20%,0%[9.22 µM],1%
O=C(N/C(C(=O)N1CCOCC1)=C(\Sc1ncccn1)c1ccccc1)c1ccccc1,-3%,-2%,-10%,-1.2%,10%,8%,7%
COc1cc(OC)cc(C(=O)NCc2ccc3[nH]c(C)cc3c2)c1,?,0%,-19%,2.6%,1%,?,15%
CCOC(=O)C1Cc2ccccc2CN1 (stereo unspecified),10%[38.3 µM],-1%,5%,2.8%,2%[46.1 µM],8%,2%
O=C1/C(=C/c2cccnc2)SC(=S)N1CC1CCCO1 (stereo unspecified),7%,1%,-11%,0.9%,6%,13%,0%
COc1ccc(-c2cnc(SCC(=O)Nc3nc(C(C)(C)C)cs3)n2Cc2ccco2)cc1,16%,0%,-4%[11.4 µM],-1.0%,-53%,-2%,?

# Of the compounds above, these have a furan ring, fused or not:
SMILES,IMPase Li cell,Luc counter,L3MBTL1 block,Epigenetic derep,NPSR antagonist,HttQ103 aggreg,CBFb-RUNX1 inh
O=C(NCc1ccco1)c1cccc(N2CCCC2=O)c1,14%[38.3 µM],-2%,nt,-0.7%,-4%[46.1 µM],-6%,-2%
O=C(COC(=O)c1cc2ccccc2o1)c1ccccc1,16%[38.3 µM],-8%,nt,0.0%,-4%[46.1 µM],?,19%
Cc1ccc(C)c(-n2nnnc2SCC(=O)NNC(=O)c2ccco2)c1,-3%,0%,3%,4.4%,-13%,4%[9.22 µM],8%
CCCc1[nH]nc2c1C(c1ccoc1)C(C#N)=C(N)O2 (stereo unspecified),6%,0%,3%,-6.3%,27%,12%,10%
O=C(NCCC1=CCCCC1)C(=O)NCC(c1ccco1)N1CCN(c2ccccc2F)CC1 (stereo unspecified),6%,4%,7%,-0.9%,-37%,-17%,-3%
COc1ccc2oc(-c3ccccc3)c(C(N)=O)c2c1,11µM*,-1%,-6%,-7.3%,6%[46.1 µM],-9%,1%
COc1ccc(-c2cnc(SCC(=O)Nc3nc(C(C)(C)C)cs3)n2Cc2ccco2)cc1,16%,0%,-4%[11.4 µM],-1.0%,-53%,-2%,?
